a7 integrin act: integrin-mediated muscular dystrophy alleviation activation; alpha7betagal myoblasts, beta-gal FDG fluorescence, 48 h; Potency, µM (highest dose often 38.3 µM), for the others: top-dose activation, most hits filed as activators; 0.064% of 350,000 active;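 further: potency means the concentration at half of the fitted maximal effect; 100% = response of the positive control SU9516; nearly all actives have a fitted effect of over 60% in size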
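Alpha7betagal+/- myoblasts (passage 13) were plated 16-24 hr, then exposed to compounds (1:260 dilution of DMSO stock) for 48 hours at 37C. After MPER lysis, β-galactosidase reporter activity was read as FDG fluorescence (ex 480/em 540) after 30 minutes.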
A-T KAP1 phos: candidate therapy for ataxia-telangiectasia. Potency, µM (titrated, usually from 57.5 µM), for inactives: at the highest dose activation, most hits filed as activators. 0.19% of 320,000 active. […] A-T fibroblasts, KAP-1 phosphorylation AlphaLISA; neocarzinostatin DNA damage 30 min before lysis; further: potency means the concentration at half of the fitted maximal effect; % of control where 0% means no effect; nearly all actives have a fitted effect of over 45% in size
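ATM-like activity read as KAP-1 phosphorylation via AlphaLISA donor/acceptor antibody pairs after lysis and 6 hr at 25C. Cells were ATM-null patient fibroblasts ([…], hTERT), dosed 60 min, then exposed to the DSB inducer NCS for 30 min.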
MLL CXXC-DNA inh: inhibitors of human MLL CXXC domain-DNA interaction. Potency, µM (doses to about 115 µM), inactives show at the top dose activity change, negative = inhibition, actives largely listed as inhibitors. AID 2662. Q03164. 0.037% of 290,000 active. MLL-CXXC / FITC-HOXA9 DNA fluorescence polarization; active means well fitted inhibition curve with a large enough effect in the polarisation, with a control signal flat, not every such curve was filed as active; inconclusive means small, poorly fitted or top-dose-only effect, or effect the other way, or a change in a side signal; inactive means no such curve, though single readings can be large or run the other way; the % refers to the polarisation; further: potency means the concentration at half of the fitted maximal effect
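Purified MLL-CXXC (added from a 7 uM solution) was preincubated 5 min at ambient with pinned compounds in 50 mM Tris-HCl pH 7.5, 50 mM NaCl, 1 mM DTT, 0.05% BSA. Fluorescein-labeled HOX-A9 DNA (50 nM solution) followed, 30 min, then polarization read.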
S-ASM inh: blocks human secretory acid sphingomyelinase | P17405 | placental ASM, HMU-PC fluorogenic substrate, 60 min | Potency, µM (series often up to 57.5 µM), for inactives: at the highest dose activity change, negative = inhibition, most hits filed as inhibitors | 0.006% of 340,000 active | AID 504937; further: potency means the concentration at half of the fitted maximal effect
Target sequence (P17405 47-631 limits assumed): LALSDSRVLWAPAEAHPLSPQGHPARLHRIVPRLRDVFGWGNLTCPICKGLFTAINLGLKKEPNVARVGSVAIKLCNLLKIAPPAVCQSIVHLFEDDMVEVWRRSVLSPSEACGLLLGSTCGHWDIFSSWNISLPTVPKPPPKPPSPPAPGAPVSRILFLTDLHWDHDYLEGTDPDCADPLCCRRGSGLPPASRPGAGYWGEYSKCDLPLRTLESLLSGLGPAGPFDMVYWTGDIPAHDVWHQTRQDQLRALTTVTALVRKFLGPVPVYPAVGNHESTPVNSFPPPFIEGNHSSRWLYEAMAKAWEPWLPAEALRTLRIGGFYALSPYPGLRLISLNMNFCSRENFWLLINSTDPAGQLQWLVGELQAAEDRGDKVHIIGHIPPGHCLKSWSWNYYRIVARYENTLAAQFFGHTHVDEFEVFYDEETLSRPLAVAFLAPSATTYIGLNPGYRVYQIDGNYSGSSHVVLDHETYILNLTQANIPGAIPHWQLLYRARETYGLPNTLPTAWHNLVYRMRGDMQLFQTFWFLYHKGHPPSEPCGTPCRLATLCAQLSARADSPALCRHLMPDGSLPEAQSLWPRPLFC
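Fluorogenic HMU-PC substrate (9 uM final) is turned over by placental ASM in 60 min at 37 C after a 10 min compound preincubation. Reaction ended by alkaline stop (pH 10), with fluorescence read at 386/447 nm.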
MBNL1-CUG inh: inhibitors of human MBNL1 binding to CUG repeat RNA; TR-FRET MBNL1-His/biotin-(CUG)12 binding, 665/545 ratio; Potency, µM (series often up to 57.5 µM), inactives show top-dose activity change, negative = inhibition, hits mostly inhibitors; 0.036% of 280,000 active; AID 2675; active means well fitted inhibition curve with a large enough effect in the signal ratio, with a control signal flat, not every such curve was filed as active; inconclusive means small, poorly fitted or top-dose-only effect, or effect the other way, or a change in a side signal; inactive means no such curve, though single readings can be large or run the other way; the % refers to the signal ratio; further: potency means the concentration at half of the fitted maximal effect; on the % scale 0 is the no-effect control and ±100 the full control effect
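Compounds (final 92 nM to 58 uM) are added to His-tagged MBNL1 and biotin-(CUG)12, then terbium anti-His antibody and streptavidin-XL665 (5 nM final). After 60 min at room temperature, the 665/545 nm ratio is read.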
TSG101-PTAP inh: blocks PTAP/TSG101 interaction to inhibit HIV-1 budding. 340,000 tested, under 10 active. Q99816. Fluorescence polarization, FITC-PTAP peptide / Tsg101 binding. Potency, µM (highest dose often 115 µM), inactives show top-dose activity change, negative = inhibition, usual class: inhibitors. AID 493005; active means well fitted inhibition curve with a large enough effect in the main read-out, with a control signal flat, not every such curve was filed as active; inconclusive means small, poorly fitted or top-dose-only effect, or effect the other way, or a change in a side signal; inactive means no such curve, though single readings can be large or run the other way; further: potency means the concentration at half of the fitted maximal effect; % of control where 0% means no effect
Target sequence (Q99816 whole entry, looked up): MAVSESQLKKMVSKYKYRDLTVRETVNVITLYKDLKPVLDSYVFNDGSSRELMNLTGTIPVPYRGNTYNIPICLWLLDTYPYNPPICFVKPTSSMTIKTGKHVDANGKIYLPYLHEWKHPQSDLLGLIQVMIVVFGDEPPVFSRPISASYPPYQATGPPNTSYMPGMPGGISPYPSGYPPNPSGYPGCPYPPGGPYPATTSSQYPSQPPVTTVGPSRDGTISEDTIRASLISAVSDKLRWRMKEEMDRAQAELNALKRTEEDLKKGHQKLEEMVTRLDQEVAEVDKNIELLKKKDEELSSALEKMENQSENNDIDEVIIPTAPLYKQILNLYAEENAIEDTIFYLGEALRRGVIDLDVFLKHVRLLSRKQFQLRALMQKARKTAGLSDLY
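Fluorescence polarization binding of Tsg101 binding domain (10 uM final) to FITC-labeled PTAP peptide (50 nM final) in HEPES pH 7.5 buffer with NaCl, Tween 20, EDTA, TCEP. Compounds added before peptide; binding 20 min at RT.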
TSHR antag: human thyrotropin receptor antagonism | TSHR-expressing cells, TSH-stimulated cAMP HTRF, 2 h; stronger effect = lower value | activity change, negative = inhibition, % at 11.5 µM | 0.2% of 330,000 active;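 active means activity change below a set negative limit, meaning inhibition stronger than a set level, cut at about -70% in these data; inconclusive means activity change between two set negative limits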; further: on the % scale 0 is the no-effect control and ±100 the full control effect
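TSHR-expressing cells, 200/well, pre-treated with compound, then stimulated with EC80 TSH (4nM final) for 2 hours at 37 deg C. cAMP measured by competitive HTRF: anti-cAMP cryptate antibody in lysis buffer plus cAMP-d2, read after 30 minutes at room temperature.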
TCR activator: activators of T cell receptors; AID 504894; 330,000 tested, under 10 active; primary human leukocytes, anti-CD3, IL-2 HTRF, 48 h; Potency, µM (series often up to 9.22 µM), for the others: at the highest dose activation of IL-2 secretion, actives largely listed as activators; further: % of control where 0% means no effect
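IL-2 produced over 48 hr by a-CD3 bead-stimulated primary human leukocytes exposed to compounds was detected with a homogeneous time-resolved FRET immunoassay, 665nm acceptor signal after 320nm excitation.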
Menin-MLL TR inh: inhibitors of human menin-MLL interaction, mutant MLL peptide; O00255; Menin + Texas Red MLL mutant peptide, fluorescence polarization; Potency, µM (doses to about 61.6 µM), without a hit: at the highest dose FP activity change, negative = inhibition, actives largely listed as inhibitors; 0.23% of 270,000 active; AID 1768; active means well fitted inhibition curve with a large enough effect in the polarisation, with a control signal flat, not every such curve was filed as active; inconclusive means small, poorly fitted or top-dose-only effect, or effect the other way, or a change in a side signal; inactive means no such curve, though single readings can be large or run the other way; the % refers to the polarisation; further: potency means the concentration at half of the fitted maximal effect; % of control where 0% means no effect; many of its hits are not listed in these tables
Mito fusion act: blocks mitochondrial division or promotes mitochondrial fusion. Potency, µM (doses to about 46.1 µM), for inactives: at the top dose growth rescue (activation), actives largely listed as activators. AID 485298. S. cerevisiae fusion-defective mutant growth rescue, CellTiterGlo 48 h. 0.23% of 320,000 active;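 further: potency means the concentration at half of the fitted maximal effect; % of control where 0% means no effect; nearly all actives have a fitted effect of over 45% in size; temperature-sensitive fusion mutants such as fzo1-1 at 37 °C on non-fermentable ethanol glycerol medium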
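Luminescent cell viability in 1536-well qHTS format served as the measure of rescued growth in ts fusion-mutant S. cerevisiae cultured on non-fermentable YPEG for 48 hours at 37C.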
* marks the source's active call; other numbers are inactive results; ? = inconclusive; nt = not tested or not shown; & = joins results of further samples; [ ] = remark or other dose. Unless noted, the call rests on the fitted dose curve; in most records, active means well fitted curve in the direction sought with a large enough effect; inconclusive means small, poorly fitted or top-dose-only effect, or another doubt; inactive means no such curve, though single readings can be large; an effect the other way counts as inactive or inconclusive. Only part of the results is shown. The share of hits here may be higher or lower than overall.

SMILES | a7 integrin act | A-T KAP1 phos | MLL CXXC-DNA inh | S-ASM inh | MBNL1-CUG inh | TSG101-PTAP inh | TSHR antag | TCR activator | Menin-MLL TR inh | Mito fusion act
O=C(O)CCNS(=O)(=O)c1ccc(Oc2ccccc2Cl)cc1 | 12% | 1% | 1% | 3% | -6% | -10% | -4 | 1% | 10% | -6%
O=C(C=Cc1ccco1)c1ccc([N+](=O)[O-])cc1 | -8% | nt | nt | 2% | nt | -5% | nt | 3% | nt | nt
Cc1nc([N+](=O)[O-])cn1CC(O)c1ccc(-c2ccccc2)cc1 (stereo not drawn) | 42% | -3% | -20% | -1% | 16% | -2% | -1 | 9% | nt | 2%
CC1CCN(c2ccc(S(=O)(=O)N3CCC(C)CC3)cc2N)CC1 | -47% | 1% | 4% | -3% | -6% | -3% | -29 | -5% | -20% | -12%
COC(=O)CN1C(c2cccc(Cl)c2)=Nc2ccc(Cl)cc2C1c1ccccc1 (stereo not drawn) | 13% | -3% | 5% | 3% | 12% | -5% | -7 | 1%[46.1 µM] | 4% | 10%
CCOC(=O)c1cc(-c2ccco2)nn1-c1ccc(C)cc1 | -4% | 8% | 15% | -3% | 0% | -3% | -13 | -5% | 3% | -4%
N#CCOc1ccccc1P(=O)(c1ccccc1)c1ccccc1 | 16% | 18% | -12% | -2% | -8% | -5% | 11 | 7% | -30% | 3%
CCc1nnc(NC(=O)CSc2nnc(Cc3ccc(OC)cc3)o2)s1 | 28% | 0% | 13% | 1% | -16% | -5% | 14 | 0% | -6% | 0%
O=C1COc2ccc(C(=O)COC(=O)c3c(F)cccc3Cl)cc2N1 | 0% | 13% | nt | -4% | nt | 0% | -11 | -33% | nt | 0%
O=C(CCCN1C(=O)CCC1=O)Nc1ccccc1F | 0%[7.66 µM] | nt | 10% | 1% | -9% | -10% | 10 | 10% | -6% | 3%
COc1ccc(C(=O)/C=C/Nc2ccc(NC(C)=O)cc2)cc1OC | -10%[7.66 µM] | -6% | 2% | 11% | ? | -4% | -8 | nt | -4% | 0%
O=C1CS/C(=N/N=C2C3CC4CC(C3)CC2C4)N1 | -1% | 1% | -24% | 1% | -11% | 0% | 2 | 5%[46.1 µM] | -16% | 1%
O=C(N/N=C/c1coc2ccccc2c1=O)c1cc(Br)c(O)c(Br)c1 | 19% | 8% | -23% | -2% | -4% | -2% | 3 | 9% | ? | -4%
Cc1ccc(S(=O)(=O)N[C@@H](Cc2ccccc2)C(=O)CCl)cc1 | nt | 6% | -8%&3% | -5% | -13% | -5% | ? | -26% | ? | -37%&-12%[inhibitor]
Cn1c(CN2CCCCC2)c(C#N)c2ccccc21 | -1% | 9% | 9% | 7% | 14% | -3% | -11 | -1% | 4% | -18%
Cc1cc(C)n2c(SCC(=O)Nc3ccc(F)cc3)nnc2n1 | 26% | -2% | 29% | 3% | -3% | -1% | 29 | -5% | nt | -4%
COc1ccc(C(=O)Nc2nnc(CCS(=O)(=O)c3ccc(C)cc3)s2)cc1 | -6% | 2% | -1% | 4% | -3% | -5% | 4 | 4% | ? | -26%
CS(=O)(=O)N(Cc1ccc(Cl)cc1)c1ccc(C(=O)N/N=C/c2cc3ccccc3nc2Cl)cc1 | -12% | -4% | 12% | -19% | nt | -1% | 0 | 2%[46.1 µM] | -13% | -2%
CC(C)(C)NCCOc1ccc2ccccc2c1 | -7% | -5% | 3% | 1% | -1% | -3% | 16 | -1% | -2% | -7%
CC(=O)c1c(C)[nH]c(C(=O)OCC(=O)NCCC(C)C)c1C | 3% | 1% | -4% | 4% | -2% | 0% | -16 | 3% | 17% | 1%
COc1cc(CNCCc2c[nH]c3ccccc23)ccc1OCc1ccccc1F | -58%[inhibitor] | 2% | ? | -12% | -13% | -6% | 8 | -2% | -19% | -8%
COC(=O)c1ccc(-c2nc(-c3ccc(Br)o3)no2)cc1 | -5% | 20% | 10% | 2% | -4% | -1% | 17 | 6% | -3%[11.7 µM] | -3%
CCC(CC)C(=O)c1c[nH]c(C(=O)NN)c1 | 12% | -2% | -6% | 3% | -5% | 0% | 4 | 1% | 8% | 0%
Cc1ccc2nc(-c3ccccc3N)[nH]c2c1 | -6% | 4% | -1% | nt | -2% | -2% | -3 | 0% | 23% | 5%
O=C(O)c1[nH]c2ccccc2c1C(c1c(F)cccc1Cl)c1c(C(=O)O)[nH]c2ccccc12 | 7% | 3% | -24% | -1% | -3% | -1% | -8 | nt | -4% | 7%
Cc1cc(C)cc(NC(=S)NCC2CCCO2)c1 (stereo not drawn) | -7% | -8% | 12% | -1% | -5% | 83%[activator] | 0 | -4% | 11% | -6%
O=C(O)c1ccccc1N(Cc1ccccc1)C(=O)CO/N=C/c1ccccc1 | 6% | 3% | 7% | 10% | nt | 0% | -10 | -2%[46.1 µM] | -17% | -20%
CCc1nn(CC(=O)NCc2cccnc2)c(=O)c2cc3occc3n12 | 6% | 9% | 0% | -1% | 3% | -1% | 6 | -1% | nt | -2%
CN(C(=O)COC(=O)c1ccc(Br)c([N+](=O)[O-])c1)c1c(N)n(Cc2ccccc2)c(=O)[nH]c1=O | -29% | -3% | nt | 0% | nt | -1% | 0 | -3% | nt | -12%
NC(=O)C1CCN(C(=O)c2ccc3nc(N4CCCCC4)sc3c2)CC1 | -8% | -1% | -4% | -1% | -4% | -6% | -2 | 4% | nt | -2%
CCN1CCN(C(=O)CN(CCc2ccccc2)S(C)(=O)=O)CC1 | -16% | -3% | 1% | 5% | 1% | -7% | -7 | 1% | -6% | -3%
CCOCCCn1c(=N)c(C(=O)NCCN2CCOCC2)cc2c(=O)n3cccc(C)c3nc21 | -11% | 0% | -20% | nt | -1% | -6% | 2 | -5% | 8% | 1%
CC(C)c1ccc2[nH]c3c(c2c1)[C@@H]1CCN2C(=O)CCC[C@H](C3)[C@H]12 | 21% | 10% | -3% | 2% | -2% | -7% | -5 | 3% | -9% | -7%
O=C(Nc1cccnc1)c1cc(-c2ccc(Cl)cc2)on1 | 9% | -1% | 9% | 5% | -3% | 0% | -4 | -3% | 4% | 14%
CC(NCCOc1ccccc1F)C(=O)Nc1ccc(S(N)(=O)=O)cc1 (stereo not drawn) | 1% | 10% | 11% | 0% | 0% | -3% | 1 | -2% | -17% | 3%
COc1ccc(OC)c(CNC(=O)Cc2c(C(=O)O)[nH]c3ccccc23)c1 | -12% | -4% | -5% | 7% | -1% | -5% | 3 | 8% | -21% | 3%
COc1ccc(Cc2n[nH]c(=O)c3ccccc23)cc1OC | -10% | -1% | -3% | -2% | -7% | -4% | 1 | -1% | -17% | -1%
NNC(=O)c1ccc(CSc2cccc3cccnc23)cc1 | -16% | -11% | 2% | 15% | 14% | -1% | 25 | 8% | 1% | -17%
COc1ccc(NC(=O)CN2C(=O)c3ccccc3Sc3ccc(C(=O)N4CCOCC4)cc32)c(OC)c1 | -16% | -4% | -1% | -1% | -6% | 0% | 5 | -16% | -10% | 4%
C[C@H](CO)N1C[C@H](C)[C@@H](CN(C)C(=O)Nc2ccc(C(F)(F)F)cc2)Oc2ccc(NC(=O)Cc3ccccc3)cc2C1=O | -8% | -2% | nt | -9% | nt | -3% | -2 | -23% | nt | nt
O=[N+]([O-])c1cccc(-n2nnnc2CNCc2ccccc2)c1 | 12% | -8% | -4% | 0% | ? | 1% | -6 | -1% | nt | 5%
COc1ccc(NCc2nc3ccccc3n2C)cc1 | -3% | -6% | -2% | 2% | 2% | -2% | -14 | nt | -11% | -11%
COc1ccc(S(=O)(=O)Oc2cccc(/C=N/N=C3/NC(=O)C(CC(=O)O)S3)c2)cc1 (stereo not drawn) | 1% | 4% | -10% | 1% | -13% | -5% | -1 | -6% | ? | -2%
Cc1ccc(Oc2coc3cc(O)ccc3c2=O)cc1 | -6% | -14% | 2% | 64%[activator] | 2% | -1% | 1 | 6% | ? | 32%
CCC(=O)c1ccc(OCC(=O)O)cc1 | -15% | 5% | 1% | -4% | -2% | -2% | -5 | -3% | 7% | 5%
Cc1ccc(NC(=O)C2CCN(S(=O)(=O)c3ccc4c(c3)OCCCO4)CC2)nc1 | 13% | 1% | nt | 5% | nt | -2% | -16 | 1% | nt | 1%

Screening results deposited in PubChem BioAssay by National Center for Advancing Translational Sciences (NCATS).
